SENP1 inh – human SENP1 catalytic domain inhibitors, primary screen, biochemical, FRET, uHTS | Sentrin-specific protease 1 (Homo sapiens), Q9P0U3 | recombinant SENP1 catalytic domain, CyPet-SUMO1-YPet FRET cleavage | inhibition, % at 10 µM | hit rate 0.21% among 360,000 | AID 624204, 2012;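 active means inhibition at least 30% at 10 µM, raw YFP signal under a set limit, fluorescence ratio 0.5 to 1.5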;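 further: 0% = enzyme with DMSO and 100% = no enzyme wells; some results filed as inactive read as strong as hits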
Target sequence (Q9P0U3 419-644 limits assumed): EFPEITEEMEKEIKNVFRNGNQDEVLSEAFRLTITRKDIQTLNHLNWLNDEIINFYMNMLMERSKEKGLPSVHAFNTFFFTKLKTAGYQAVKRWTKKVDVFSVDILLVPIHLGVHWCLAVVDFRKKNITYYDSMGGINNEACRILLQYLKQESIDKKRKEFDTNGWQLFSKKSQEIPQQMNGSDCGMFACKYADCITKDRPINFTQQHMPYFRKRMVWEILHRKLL
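Material – human SENP1 catalytic domain · Input – SENP1 enzyme, 20 pM final · Compound dosing – single concentration of 10 µM compound, 0.5% DMSO final · Timing – enzyme reaction for 50 min at room temperature, dark · Measured by – FRET fluorescence in CFP and YFP emission channels · Control set – no-enzyme wells low, DMSO-plus-enzyme wells high control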
SENP8 block-1 – human SENP8 protease inhibitors, primary screen, biochemical, fluorescence, Nedd8 protein substrate, uHTS; Sentrin-specific protease 8 (Homo sapiens), Q96LD8; hit rate 0.64% among 360,000; inhibition, % at 20 µM; recombinant SENP8; AID 602440, 2012; in the data active means inhibition mostly above about 40%, no sharp cut-off; inactive means mostly below about 27%
Target sequence (Q96LD8 whole entry, looked up): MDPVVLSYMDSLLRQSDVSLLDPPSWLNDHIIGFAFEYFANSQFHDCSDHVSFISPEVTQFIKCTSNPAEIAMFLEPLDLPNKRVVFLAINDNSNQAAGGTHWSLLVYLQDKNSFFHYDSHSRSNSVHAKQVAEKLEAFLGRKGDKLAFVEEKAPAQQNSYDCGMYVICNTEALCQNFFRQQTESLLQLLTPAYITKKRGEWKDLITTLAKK
UBC13 inh – UBC13 polyubiquitin chain formation inhibitors, primary screen, biochemical, TR-FRET, uHTS; hit rate 0.47% among 330,000; inhibition, % at 20 µM; Ubiquitin-conjugating enzyme E2 N (Homo sapiens), P61088; in the data active means inhibition above about 45%, passing the limit was not always enough
Target sequence (P61088 whole entry, looked up): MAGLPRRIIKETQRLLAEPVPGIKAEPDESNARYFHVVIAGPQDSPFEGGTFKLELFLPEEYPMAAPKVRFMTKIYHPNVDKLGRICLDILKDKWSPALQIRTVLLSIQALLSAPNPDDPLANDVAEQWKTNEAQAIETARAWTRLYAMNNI
PfG6PD inh – PfG6PD enzyme inhibitors, primary screen, biochemical, fluorescence intensity, uHTS | glucose-6-phosphate dehydrogenase-6-phosphogluconolactonase (Plasmodium falciparum 3D7) | PfGluPho enzyme, NADPH resazurin-diaphorase fluorescence | inhibition, % at 20 µM | hit rate 0.78% among 350,000;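 active means inhibition reaching at least a set limit at 20 µM in the primary screen, cut at about 59% in these data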;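 further: 0% = DMSO wells with substrate and 100% = DMSO wells lacking glucose-6-phosphate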
SENP7 inh – SENP7 protease inhibitors, primary screen, biochemical, luminescence, uHTS; Sentrin-specific protease 7 (Homo sapiens), Q9BQF6; recombinant SENP7, Z-RLRGG-aminoluciferin luminescence, 40 min; inhibition, % at 5 µM; hit rate 1.5% among 330,000;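 active means inhibition above about 50% at the single test dose, limit read from the data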;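 further: plate controls were DMSO with enzyme for no effect and no enzyme buffer wells for full effect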
Target sequence (Q9BQF6 706-1050 limits assumed): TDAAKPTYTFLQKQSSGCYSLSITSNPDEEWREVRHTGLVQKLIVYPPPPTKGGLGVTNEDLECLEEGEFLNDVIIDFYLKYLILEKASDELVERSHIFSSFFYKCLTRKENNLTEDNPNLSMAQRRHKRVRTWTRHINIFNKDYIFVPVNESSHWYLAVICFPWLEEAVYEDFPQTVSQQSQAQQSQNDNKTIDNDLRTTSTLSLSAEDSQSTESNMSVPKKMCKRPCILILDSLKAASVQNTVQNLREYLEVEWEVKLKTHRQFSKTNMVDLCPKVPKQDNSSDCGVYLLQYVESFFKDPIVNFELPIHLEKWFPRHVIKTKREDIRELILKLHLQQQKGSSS
MIN6 prolif – inducers of MIN6 beta-cell proliferation, primary screen, ATP luminescence, uHTS | MIN6 cells proliferation, ATPlite luminescence, 48 h; cells starved in 0.2% serum; 100% = growth in 10% serum | proliferation, % at 10 µM | hit rate 0.29% among 330,000;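 active means compounds whose signal lies at least 3.5 SD above the mean of all wells on their plate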;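 further: 0% = DMSO-treated cells in low-serum medium and 100% = 10% serum control; some compounds called inactive have numbers as strong as hits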
SENP8 block-2 – SENP8 protease inhibitors, primary screen, biochemical, luminescence | inhibition, % at 10 µM | Sentrin-specific protease 8 (Homo sapiens), Q96LD8 | purified SENP8, Z-RLRGG-aminoluciferin cleavage | AID 2540, 2010 | hit rate 1.2% among 330,000; in the data active means inhibition above about 50%
SENP6 inh – SENP6 protease inhibitors, primary screen, biochemical, luminescence, uHTS; AID 2599, 2010; hit rate 1.8% among 330,000; Recombinant SENP6 catalytic domain, aminoluciferin luminescence; inhibition, % at 10 µM;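 active means inhibition above about 50% at the single tested dose, limit read from the data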;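 further: plate controls were DMSO wells with enzyme for no effect and DMSO wells lacking enzyme for full effect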
HKDC1 inh – HKDC1 hexokinase inhibitors, primary screen, biochemical, fluorescence, uHTS; Q2TB90; recombinant HKDC1, G6PDH/diaphorase resazurin coupled fluorescence; inhibition, % at 20 µM; hit rate 0.16% among 340,000; AID 493160, 2011;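 active means inhibition above about 35% when tested at 20 µM, limit read from the data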;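 further: plate controls were DMSO wells with enzyme for no effect and DMSO wells lacking enzyme for full effect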
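Incubation: 90 min at room temperature in dark / Material: recombinant HKDC1 (HK5) hexokinase enzyme, produced in-house / Quantity: enzyme 5 µg/mL final / Compound: one dose of 20 µM, 1% DMSO / Reagent: glucose and ATP substrates / Buffer or medium: Tris pH 8.0 buffer with MgCl2, Tween-20, BSA, BME / Technique: resorufin fluorescence at 613 nm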
* marks the source's active call; other numbers are inactive results; / = no result given. Rows were taken by chance (roughly 4% active in at least one column).

Sample of the layout:
SMILES | SENP1 inh | SENP8 block-1 | UBC13 inh | PfG6PD inh | SENP7 inh | MIN6 prolif | SENP8 block-2 | SENP6 inh | HKDC1 inh
COc1ccccc1N1CCN(S(=O)(=O)c2cccc(F)c2)CC1 | 1 | 17 | -4 | -6 | -15 | -3 | -5 | 0 | -1
CC(C)(C)c1ccc(OCC(=O)N2CCN(C=O)CC2)cc1 | 1 | 44* | 6 | -3 | 4 | 0 | -8 | 7 | -1
CCOC(=O)C1=C(C)NC2=C(C(=O)CCC2)C1c1ccc(N(C)C)cc1 (stereo not given) | -6 | -201 | -7 | 2 | -2 | -2 | 2 | -12 | -2

The whole of this part, from the first entry:
SMILES | SENP1 inh | SENP8 block-1 | UBC13 inh | PfG6PD inh | SENP7 inh | MIN6 prolif | SENP8 block-2 | SENP6 inh | HKDC1 inh
COc1ccccc1N1CCN(S(=O)(=O)c2cccc(F)c2)CC1 | 1 | 17 | -4 | -6 | -15 | -3 | -5 | 0 | -1
CC(C)(C)c1ccc(OCC(=O)N2CCN(C=O)CC2)cc1 | 1 | 44* | 6 | -3 | 4 | 0 | -8 | 7 | -1
CCOC(=O)C1=C(C)NC2=C(C(=O)CCC2)C1c1ccc(N(C)C)cc1 (stereo not given) | -6 | -201 | -7 | 2 | -2 | -2 | 2 | -12 | -2
CC1CCCCN1C(=O)CSc1nnc(-c2cccs2)o1 (stereo not given) | 2 | 0 | 0 | 3 | 3 | -1 | -5 | 15 | -6
CN(C)CCNC(=O)c1onc(CSc2nc3ccccc3[nH]2)c1C(=O)NCCN(C)C | 0 | 7 | 16 | -3 | 0 | 5 | 4 | -6 | -3
Cc1cccc(NC(=O)c2ccccc2C(=O)O)c1 | 1 | 10 | -2 | -2 | -1 | -4 | -7 | -6 | 5
O=C1CC(Sc2ccc(Cl)cc2)C(=O)N1c1ccc2c(c1)OCCO2 (stereo not given) | 3 | -10 | -3 | 11 | 7 | -4 | -5 | -42 | -4
Cc1ccccc1NS(=O)(=O)c1c(C(=O)N2CCCCCC2)c(C)n(C)c1C | 0 | 14 | 1 | -4 | 0 | 7 | 4 | -1 | 3
Cc1cc(NC(=O)CCC(=O)N(C2CC2)C2(C(=O)NC3CCCC3)CCC(C)CC2)no1 (stereo not given) | 1 | 26 | -6 | -15 | -6 | 2 | 1 | -17 | 0
CCOC(=O)N1CCN(C(=O)c2ccc3c(=O)n(CCC4=CCCCC4)c(=O)[nH]c3c2)CC1 | -1 | -3 | 0 | -4 | -3 | -2 | -1 | -5 | 2
NC(=O)C1CCN(C(=O)NC2CC(=O)N(c3ccc4c(c3)OCCO4)C2)CC1 (stereo not given) | -1 | 13 | 4 | 10 | -6 | 7 | -2 | 1 | -6
CCOCc1nnc(NC(=O)CSc2ccccc2)s1 | 1 | 1 | -1 | -3 | 7 | 1 | 13 | -1 | -4
Cc1ccc(CS(=O)(=O)CCC(=O)NCC2CCCO2)cc1 (stereo not given) | 1 | 10 | -3 | 4 | -1 | -1 | -6 | 0 | 16
Cc1c(C(=O)N(C)CCOc2ccccc2)oc2c(Cl)cccc12 | 1 | 4 | 17 | 30 | 8 | -3 | -3 | 9 | -4
O=c1cc(-c2ccccc2)nc2nc(-c3ccco3)[nH]n12 | 3 | -21 | -10 | 7 | 6 | -4 | -13 | 5 | 11
CCC(C)n1c(=N)c(C#N)cc2c(=O)n3cccc(C)c3nc21 (stereo not given) | -36 | -412 | -2 | 6 | -2 | 1 | -3 | 4 | -5
O=C(c1ccccc1)N1CCCCC(Sc2nnnn2-c2ccccc2)C1=O (stereo not given) | 1 | 8 | 5 | -8 | 8 | -1 | -1 | -20 | -7
Cc1cc(C(=O)OC(C(=O)Nc2ccc(C)c(Cl)c2)c2ccccc2)c(C)o1 (stereo not given) | 1 | 13 | / | 10 | / | / | / | / | -5
CCOC(=O)CNC(=O)CSc1nc(C)cc(C)c1C#N | 3 | 19 | 6 | 7 | -3 | 1 | -7 | 2 | 2
CN(C)C(=O)c1ccc(COc2ccccc2Br)o1 | 1 | 31 | 0 | -7 | -10 | -3 | -20 | -3 | -7
O=S(=O)(c1cccc(-c2n[nH]c(=S)n2Cc2ccccc2)c1)N1CCOCC1 | -1 | -9 | 17 | 28 | 5 | 1 | 0 | -18 | -8
OCCN(CCO)c1ccc2ccccc2c1 | -1 | -376 | 14 | 7 | 13 | 1 | 4 | 27 | 15
CC1=C(C)CC(C(=O)N2CCN(Cc3ccc4c(c3)OCO4)CC2)C(C(=O)O)C1 (stereo not given) | 2 | -1 | -3 | -4 | 4 | 4 | -4 | -14 | -9
O=C1C(c2ccccc2)C2C=CC(C2)N1O (stereo not given) | 7 | 14 | / | 5 | / | / | / | / | -7
COc1ccc(NC(=O)[C@H](Cc2c[nH]c3ccccc23)NC(=O)[C@@H]2Cc3ccccc3CN2)cc1 | -64 | 8 | 0 | 4 | 0 | -4 | 8 | -4 | 0

Single records, as listed above:
CCC(C)n1c(=N)c(C#N)cc2c(=O)n3cccc(C)c3nc21 (stereo not given) as listed: SENP1 inh = -36; SENP8 block-1 = -412; UBC13 inh = -2; PfG6PD inh = 6; SENP7 inh = -2; MIN6 prolif = 1; SENP8 block-2 = -3; SENP6 inh = 4; HKDC1 inh = -5
CCOC(=O)N1CCN(C(=O)c2ccc3c(=O)n(CCC4=CCCCC4)c(=O)[nH]c3c2)CC1 as listed: SENP1 inh = -1; SENP8 block-1 = -3; UBC13 inh = 0; PfG6PD inh = -4; SENP7 inh = -3; MIN6 prolif = -2; SENP8 block-2 = -1; SENP6 inh = -5; HKDC1 inh = 2
CCOCc1nnc(NC(=O)CSc2ccccc2)s1 as listed: SENP1 inh = 1; SENP8 block-1 = 1; UBC13 inh = -1; PfG6PD inh = -3; SENP7 inh = 7; MIN6 prolif = 1; SENP8 block-2 = 13; SENP6 inh = -1; HKDC1 inh = -4

Next compounds follow.
SMILES | SENP1 inh | SENP8 block-1 | UBC13 inh | PfG6PD inh | SENP7 inh | MIN6 prolif | SENP8 block-2 | SENP6 inh | HKDC1 inh
CN/C(=C/[N+](=O)[O-])NCCSCc1ccc(CN(C)C)o1 | -8 | 2 | 20 | 13 | -6 | 0 | 15 | -16 | -6
COCCCN(C(=O)CSCC(=O)Nc1ccc(C)cc1)c1c(N)n(Cc2ccccc2)c(=O)[nH]c1=O | -15 | -32 | / | 0 | / | / | / | / | -6
Cc1c(Cl)cccc1-n1cnc(=O)c2ccccc21 | 0 | 6 | -4 | -4 | 1 | 1 | 5 | -11 | -2
CCn1nc(C(=O)Nc2cccc3ccccc23)c(Cl)c1Cl | -1 | -7 | 6 | 20 | -3 | 0 | -5 | -27 | 11
O=C(CSc1ncn[nH]1)NCCc1ccccc1 | 0 | 19 | -15 | 12 | -7 | -3 | -1 | -9 | -6
COc1ccc(NC(=O)C2CCN(c3ncnc4c3nc3n4CCCCC3)CC2)cc1Cl | -1 | 10 | 36 | 8 | -1 | -2 | -2 | -6 | -5
O=C(CNS(=O)(=O)c1ccccc1)OCC(=O)c1ccc([N+](=O)[O-])cc1 | 3 | 24 | -8 | -20 | 5 | -3 | 8 | -15 | -11
COc1ccc(CN(C)CCCn2cnc3c(OCc4ccccc4)ncnc32)cc1 | -1 | -3 | / | 1 | / | / | / | / | -6
COc1ccc(CNC(=O)Nc2ccc(C)c(C)c2)cc1 | 2 | 18 | 5 | 2 | -7 | -3 | -1 | -3 | -3
O=C(CCS(=O)(=O)c1ccc(Br)s1)Nc1ccccc1Br | 2 | 14 | -3 | 3 | -5 | -3 | -5 | 6 | -2
Nc1nc2n(n1)C(c1cccs1)CC(c1ccc(Br)cc1)N2 (stereo not given) | -50 | -254 | -8 | 12 | 1 | 0 | -10 | -6 | -7
NC(=O)c1cc(Sc2ccccc2)nc2ccccc12 | 0 | -49 | / | -10 | / | / | / | / | -4
Oc1cccc(Nc2nc(N3CCOCC3)nc(N3CCOCC3)n2)c1 | 0 | 20 | 6 | 27 | 0 | -4 | 14 | 20 | 2
CCc1nc(N2CCN(C(=O)c3ccco3)CC2)c(C#N)c2c1COC(C)(C)C2 | -1 | -291 | 9 | 0 | 17 | -1 | -11 | -11 | 5
O=C(CSc1nc2nc(-c3cccs3)cc(C(F)(F)F)c2c(=O)[nH]1)Nc1ccc(F)c(F)c1 | -62 | -395 | -17 | -13 | 26 | -6 | 11 | 28 | 6
O=C(CN1C(=O)NC2(CCCC2)C1=O)Nc1cc(S(=O)(=O)N2CCOCC2)ccc1OCC(F)(F)F | 4 | 14 | -2 | -6 | 1 | -6 | -5 | 1 | -8
CCC(C)c1ccc(NC(=O)COC(=O)C2=COCCO2)cc1 (stereo not given) | 1 | 6 | 8 | -3 | -1 | -1 | 3 | -11 | 1
Cc1ccc(N2CC(NC(=O)C(=O)c3c[nH]c4ccccc34)CC2=O)cc1C (stereo not given) | 1 | 7 | 5 | -1 | 10 | 3 | -5 | -14 | -11
CC(C)(C)NC(=O)CSc1nnc(SCC(=O)NC(C)(C)C)s1 | -1 | -1 | -3 | 12 | -4 | -2 | 10 | 2 | -7
Cc1ccc(-c2nnc(OCc3cccnc3)c3ccccc23)cc1 | -1 | 12 | 3 | 3 | 4 | -1 | 2 | 7 | -4
COc1ccc(N2CCN(C(=O)COC(=O)c3ccccc3OCc3ccc(F)cc3)CC2)cc1 | 3 | 7 | -2 | 6 | 7 | -4 | -3 | -7 | 3
COc1ccc(Cl)cc1N1C(=N)SCC1=O | -1 | 2 | 2 | 9 | 1 | -1 | 1 | -7 | -9
CC1(c2ccccc2)NC(=O)N(NC(=O)COC(=O)c2cc(Br)ccc2O)C1=O (stereo not given) | 4 | -102 | 9 | -26 | -2 | 1 | -9 | -16 | -4
Cc1ccccc1N1CCN(CCCCN2C(=O)C3CCCN3C2=O)CC1 (stereo not given) | 2 | 12 | 8 | 0 | 5 | 3 | -4 | 1 | -11
O=C1CCCC(=O)C1Sc1ccc(Cl)cc1 | -1 | 5 | -3 | -12 | -4 | -1 | 4 | -2 | -9

Some values from the entries so far.
For HKDC1 inh, `O=C(CNS(=O)(=O)c1ccccc1)OCC(=O)c1ccc([N+](=O)[O-])cc1` is entered as -11
For MIN6 prolif, `O=C(CN1C(=O)NC2(CCCC2)C1=O)Nc1cc(S(=O)(=O)N2CCOCC2)ccc1OCC(F)(F)F` is entered as -6

Source: PubChem BioAssay (Sanford-Burnham Center for Chemical Genomics)
